# Screening data as filed in PubChem BioAssay.
# USP10 inh: inhibitors of human USP10 deubiquitinase. Ubiquitin carboxyl-terminal hydrolase 10 (Homo sapiens), Q14694. purified USP10, Ub-rhodamine fluorescence, 60 min. inhibition, % at 20 µM. 47,000 compounds, 1.1% hits. AID 1645856, 2021
# USP30 block: inhibitors of human USP30 deubiquitinase. Ubiquitin carboxyl-terminal hydrolase 30 (Homo sapiens), Q70CQ3. purified USP30, Ub-rhodamine cleavage fluorescence. inhibition, % at 25 µM. 47,000 compounds, 5.3% hits
# USP8 inh: inhibitors of human USP8 deubiquitinase | inhibition, % at 20 µM | 47,000 compounds, 4.2% hits | purified USP8, Ub-rhodamine cleavage fluorescence, 30 min | Ubiquitin carboxyl-terminal hydrolase 8 (Homo sapiens), P40818
# OTUD3 inh: inhibitors of human OTUD3 deubiquitinase | purified OTUD3, Ub-rhodamine fluorescence, 2 h | inhibition, % at 25 µM | 47,000 compounds, 0.7% hits | AID 1645858, 2021
# USP28 block: inhibitors of human USP28 deubiquitinase. Ubiquitin carboxyl-terminal hydrolase 28 (Homo sapiens), Q96RU2. purified USP28, Ub-rhodamine cleavage fluorescence, 30 min. inhibition, % at 25 µM. 47,000 compounds, 3% hits
# USP17 inh: inhibitors of human USP17 deubiquitinase. Ubiquitin carboxyl-terminal hydrolase 17-like protein 5 (Homo sapiens), A8MUK1. purified USP17, Ub-rhodamine cleavage fluorescence, 3 h. inhibition, % at 50 µM. 47,000 compounds, 6.5% hits. AID 1645855, 2021
# Target sequence (A8MUK1 whole entry, looked up): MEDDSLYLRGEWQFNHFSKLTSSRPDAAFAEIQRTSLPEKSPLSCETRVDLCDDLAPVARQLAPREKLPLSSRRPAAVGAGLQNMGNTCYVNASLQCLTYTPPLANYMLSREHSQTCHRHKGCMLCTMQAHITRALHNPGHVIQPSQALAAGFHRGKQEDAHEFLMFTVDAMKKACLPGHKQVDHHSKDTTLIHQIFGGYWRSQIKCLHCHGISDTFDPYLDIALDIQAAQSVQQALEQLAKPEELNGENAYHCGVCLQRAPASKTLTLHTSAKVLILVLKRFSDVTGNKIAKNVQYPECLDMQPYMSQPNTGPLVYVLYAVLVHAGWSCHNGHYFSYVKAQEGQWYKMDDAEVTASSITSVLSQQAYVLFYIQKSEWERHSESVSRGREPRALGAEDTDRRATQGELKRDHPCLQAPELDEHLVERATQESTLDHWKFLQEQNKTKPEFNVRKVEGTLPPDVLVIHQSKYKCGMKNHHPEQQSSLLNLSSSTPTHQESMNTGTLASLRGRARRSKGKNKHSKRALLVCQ
# UCHL1 block: inhibitors of human UCHL1 deubiquitinase | purified UCHL1, Ub-rhodamine cleavage fluorescence | AID 1645859, 2021 | inhibition, % at 20 µM | Ubiquitin carboxyl-terminal hydrolase isozyme L1 (Homo sapiens), P09936 | 47,000 compounds, 0.2% hits
# Target sequence (P09936 whole entry, looked up): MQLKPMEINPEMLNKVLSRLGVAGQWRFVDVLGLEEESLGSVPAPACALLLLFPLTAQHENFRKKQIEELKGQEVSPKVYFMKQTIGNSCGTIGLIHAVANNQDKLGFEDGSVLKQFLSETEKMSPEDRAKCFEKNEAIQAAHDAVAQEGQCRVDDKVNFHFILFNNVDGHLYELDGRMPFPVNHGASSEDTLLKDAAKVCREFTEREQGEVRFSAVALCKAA
# USP7 block: inhibitors of human USP7 deubiquitinase | purified USP7, Ub-rhodamine cleavage fluorescence | inhibition, % at 20 µM | 47,000 compounds, 0.3% hits | AID 1645854, 2021
# * marks the source's active call; other numbers are inactive results; i = inactive; x = not tested or not shown. No stated cut-off is given here; in the data, active means inhibition above about 30%; inactive means the rest.
# The opening 3 entries, ahead of the listing:
SMILES,USP10 inh,USP30 block,USP8 inh,OTUD3 inh,USP28 block,USP17 inh,UCHL1 block,USP7 block
COc1ccccc1NC(=O)C1=C(C)Nc2nc3ccccc3n2C1c1ccncc1 (stereo unspecified),1,5,3,0,1,-1,1,4
Cc1cc(-c2ccc(S(=O)(=O)Nc3ccc4c(c3)OCCO4)s2)on1,6,5,19,3,9,0,2,2
O=C(NC1CCS(=O)(=O)C1)c1cncc(Cc2ccc(F)cc2)c1 (stereo unspecified),-2,5,0,8,4,1,-1,-5

# The list itself, previewed entries included:
SMILES,USP10 inh,USP30 block,USP8 inh,OTUD3 inh,USP28 block,USP17 inh,UCHL1 block,USP7 block
COc1ccccc1NC(=O)C1=C(C)Nc2nc3ccccc3n2C1c1ccncc1 (stereo unspecified),1,5,3,0,1,-1,1,4
Cc1cc(-c2ccc(S(=O)(=O)Nc3ccc4c(c3)OCCO4)s2)on1,6,5,19,3,9,0,2,2
O=C(NC1CCS(=O)(=O)C1)c1cncc(Cc2ccc(F)cc2)c1 (stereo unspecified),-2,5,0,8,4,1,-1,-5
Cc1cc(=O)n(CC(=O)NCc2ccc(F)c(Cl)c2)c(N2CCCC2)n1,0,24,15,2,13,0,0,-84
COc1ccc(C2CC(=O)c3cnc(N4CCc5ccccc5C4)nc3C2)cc1 (stereo unspecified),8,27,29,11,15,13,8,6
Cc1oc(C2CCN(C(=O)NCc3ccccc3)CC2)nc1C(=O)N1CCCC1,0,-13,-3,0,0,0,-3,0
O=C(COc1ccc2c(c1)CCC2)Nc1ccccc1N1CCCC1=O,-2,5,3,15,16,0,3,0
Clc1ccc(CNC2CCN(Cc3ccccc3)C2)cc1Cl (stereo unspecified),-2,x,4,5,x,-8,1,-12
C=C(CCC=C(C)C)[C@H]1CC[C@]2(C)[C@@H]1CC[C@@H]1[C@@]3(C)CC[C@H](O)C(C)(C)[C@@H]3CC[C@]12C,3,2,6,5,4,11,1,0
Cc1ccc(CN2C[C@@H]3[C@@H](C(=O)NCC4CC4)CCS(=O)(=O)[C@@H]3C2)cc1,4,19,2,3,12,17,0,2
COc1ccccc1CCC(=O)NC1CCCc2ccccc21 (stereo unspecified),0,-13,-1,-9,-5,-2,-1,-5
COc1ccc(NC(=O)C2CCCN2C(=O)Nc2cccc(C(C)=O)c2)cc1 (stereo unspecified),-1,8,-7,-6,-6,-7,-2,-4
Cc1cccc(C)c1OCC(=O)N(C)Cc1cc(=O)[nH]c2ccccc12,1,12,3,-3,3,14,-1,-5
Cc1cc(Br)c2nc(-c3cccc(C(F)(F)F)c3)oc(=O)c2c1,3,13,4,7,5,15,4,2
Cc1c(C(=O)NC2CCCC2)oc2ccc3c(c12)C(O)CC1(CCCCC1)O3 (stereo unspecified),9,13,7,9,19,-2,8,5
Cc1nc(Nc2ccc(NC(=O)c3ccccc3F)cc2)cc(N2CCOCC2)n1,2,-15,-38,-1,-12,-12,-1,2
O=C(c1nnc(-c2cc(S(=O)(=O)N3CCCCCC3)c[nH]2)o1)N1CCCC1,5,30,19,7,6,21,6,9
CCOc1ccc(-c2cc(C(=O)N3CCN(C4CCCC4)CC3)[nH]n2)cc1,0,2,-13,5,10,0,3,3
O=C1CO[C@H]2CN(S(=O)(=O)c3ccccc3)C[C@H]2N1Cc1ccccn1,-1,7,14,5,5,1,-2,0
O=S(=O)(c1ccc(Cl)cc1)c1nc(N2CCOCC2)sc1Cl,1,0,-14,1,-4,-1,4,-9
CC(C)=CCCC(C)(O)[C@H]1CC[C@]2(C)[C@@H]1CC[C@@H]1[C@@]3(C)CC[C@H](O)C(C)(C)[C@@H]3CC[C@]12C (stereo partly specified),12,-16,8,-4,-3,0,7,4
O=C(CSc1nnc(-c2cccc(Cl)c2)o1)N1CCCc2ccccc21,6,32*,20,24,23,23,9,2
N#Cc1ccc(/C=C/c2nc3ccccc3n2Cc2ccc(F)cc2)cc1,-1,-41,-3,-20,-8,3,-2,-15
O=C(c1ccncc1F)N1Cc2ccnn2CC(COCC2CC2)C1 (stereo unspecified),1,9,-126,5,0,-13,0,1
O=C(C1CCN(c2nc3ccc(Cl)cc3[nH]2)CC1)N1CCC(Cc2ccccc2)CC1,4,13,0,5,20,2,7,3
O=c1ccc(-c2nc(-c3cnccn3)no2)cn1Cc1cccc(Br)c1,3,-4,-37,13,-1,12,0,0
Cc1nn(C)c(C)c1S(=O)(=O)N1CCN(C(=O)c2ccc(F)cc2)CC1,4,7,6,0,-6,2,-1,2
CC(C)Cc1nc2sc3c(SCc4ccc(Br)cc4)ncnc3c2c2c1COC(C)(C)C2,-3,-2,3,0,-8,-1,-3,0
CC(C)C(=O)N1CCC(c2nnc(C(=O)Nc3ccccc3)s2)CC1,0,7,0,5,14,16,2,3
CSc1nc(SCC(=O)N(c2ccccc2)c2ccccc2)c2c3c(sc2n1)CN(C)CC3,-7,-147,12,-16,-32,15,-5,-1
O=C(Nc1ccc(N2CCN(C3CCCC3)C2=O)nc1)C1CCCC1,3,-6,0,-4,-7,0,1,4
CCCn1cc(C(=O)N2CCC3(CC2)CC2(CO3)Nc3ccccc3-n3cccc32)c(C)n1 (stereo unspecified),-3,5,94*,7,10,67*,7,-4
CN1CCN(C(=O)c2cc(-c3ccn(CC4CC4)n3)n3ccccc23)CC1,-12,i,-191,-248,-233,-177,-172,-167
O=C(C[C@@H]1CCN2C[C@@H]1CCCOc1ccccc1CN(C(=O)c1ccccc1)CC2=O)N1CCOCC1,0,10,7,5,0,-1,-2,4
Cc1cccc(CNC(=O)C2CCN(C(=O)c3cc(-c4ccncc4)n[nH]3)CC2)c1,-2,17,1,5,0,8,0,1
Cc1noc(C2CN(Cc3nccs3)Cc3ccnn3C2)n1 (stereo unspecified),-4,-41,-211,1,-20,-61,-3,-3
COc1ccccc1CNc1ncnc2c1[nH]c1ccccc12,-6,-33,-12,-19,-5,-5,6,3
COc1ccccc1C(=O)Nc1cnc(N2CCCCCC2)nc1,-11,-37,-12,-11,-13,-20,-24,-60
COc1ccccc1CN(C)C(=O)CSc1nc2ccccc2[nH]1,0,-1,-7,2,-6,-6,-3,-31
CCOc1ccc(CCNC(=O)c2cccc3c2C(=O)N(c2ccc(OC)cc2)C3)cc1OCC,22,15,28,8,3,20,10,17
Cc1nc2ccccc2n1CCC(=O)NC(C)c1ccccc1 (stereo unspecified),0,-52,2,12,0,-2,1,2
COc1ccc(C2CSCCN2C(=O)c2ccc(F)cc2)cc1 (stereo unspecified),-1,22,21,12,11,5,0,2
CCC(C(=O)Nc1ccccc1)n1nc(-c2ccccc2)cc(NC(=O)C(C)C)c1=O (stereo unspecified),0,25,18,21,13,14,3,9
O=C(Nc1ccccc1Cl)c1ccc(N2CCOCC2)nn1,-3,x,1,-1,x,6,1,3
CCc1cc(=O)n(CC(=O)Nc2cc(C)on2)c(-c2ccccc2)n1,13,10,-44,4,6,3,1,1
Cc1nc(NC(=O)c2nnn(-c3ccc(Cl)cc3)n2)sc1C(=O)N(C)C,0,5,-17,4,3,4,-5,0
O=C(Nc1ccc(CNC(=O)N2CCCC2C(=O)Nc2ccccc2)cc1)C1CC1 (stereo unspecified),0,13,4,10,2,2,10,1
COc1cc(NC(=O)c2ncoc2-c2ccco2)cc(OC)c1,0,-26,18,6,1,12,5,4
COCC(=O)N1CCCC(c2cncc(-c3cccc(OC)c3)n2)C1 (stereo unspecified),-1,0,-3,-5,-17,-7,-4,-2
COc1ccccc1C(=O)N1CCC(c2nc3c(nnn3Cc3c(F)cccc3Cl)c(=O)[nH]2)CC1,6,3,-3,0,-3,-6,2,-5
O=C(CSc1ccc2nnc(CCNS(=O)(=O)c3ccccc3)n2n1)Nc1ccc(Br)cc1,0,24,2,0,6,32*,3,-5
O=c1[nH]c2ccccc2n1C1CCN(S(=O)(=O)c2ccc3c(c2)OCCO3)CC1,0,-2,5,-7,-7,1,0,0
CC1(C)Cc2c(c(N3CCOCC3)nc3sc4c(SCC(N)=O)ncnc4c23)CO1,0,10,-1,0,0,2,-1,2
O=C(COc1ccc(C2CCCCC2)cc1)Nc1ccc(-c2nn3cnnc3s2)cc1,35*,66*,33*,46*,45*,72*,1,8
O=S1(=O)Cc2cnc(NCC3CC3)nc2[C@H]2CN(Cc3ccccc3)C[C@H]21,-5,-138,-14,-24,-23,-34,-9,-15
c1cncc(CN2CCC[C@H]2c2nc(-c3ccc(-c4cncnc4)nc3)no2)c1,-2,-82,1,0,-2,-37,5,-55
Nc1nccnc1CC1CCCN(C(=O)c2ccc3c(c2)CCC3)C1 (stereo unspecified),-6,-55,-39,-3,-14,-36,-3,-9
FC(F)(F)c1ccnc(NCc2ccco2)n1,-1,12,1,10,9,8,2,-14
NS(=O)(=O)c1ccc(CCNC(=O)Cc2cc(-c3ccc(F)cc3)on2)cc1,-3,-12,48*,1,2,8,0,0
CCC(C)NC(=O)c1nnn(-c2cccc3c2CCN(C2CCOCC2)C3)c1C (stereo unspecified),-7,-86,4,-22,-27,-30,-11,-12
Cc1cccc(-c2nn(-c3ccccc3)c3c2c(C)cc(=O)n3CC(=O)N2CCOCC2)c1,5,-10,6,-14,-16,-1,7,12
CCNCC(=O)Nc1cccc(Oc2ccccc2)c1,2,22,-7,2,14,0,2,-27
CC(C)c1ccccc1OCC(=O)N1CCC(c2nc3ccccc3cc2C(N)=O)CC1,2,26,10,2,12,7,5,0

# A different layout for some results above:
# Values run as follows: USP10 inh	USP30 block	USP8 inh	OTUD3 inh	USP28 block	USP17 inh	UCHL1 block	USP7 block
> Cc1cccc(-c2nn(-c3ccccc3)c3c2c(C)cc(=O)n3CC(=O)N2CCOCC2)c1
→ 5	-10	6	-14	-16	-1	7	12
> Nc1nccnc1CC1CCCN(C(=O)c2ccc3c(c2)CCC3)C1 (stereo unspecified)
→ -6	-55	-39	-3	-14	-36	-3	-9
> O=S1(=O)Cc2cnc(NCC3CC3)nc2[C@H]2CN(Cc3ccccc3)C[C@H]21
→ -5	-138	-14	-24	-23	-34	-9	-15
> CCNCC(=O)Nc1cccc(Oc2ccccc2)c1
→ 2	22	-7	2	14	0	2	-27
> CC1(C)Cc2c(c(N3CCOCC3)nc3sc4c(SCC(N)=O)ncnc4c23)CO1
→ 0	10	-1	0	0	2	-1	2
> O=C(COc1ccc(C2CCCCC2)cc1)Nc1ccc(-c2nn3cnnc3s2)cc1
→ 35*	66*	33*	46*	45*	72*	1	8
> O=c1[nH]c2ccccc2n1C1CCN(S(=O)(=O)c2ccc3c(c2)OCCO3)CC1
→ 0	-2	5	-7	-7	1	0	0
